# MT1-MMP act inh: blockers of MT1-MMP proenzyme processing, primary screen, HT1080 RFP-PRO-GFP cells, GFP/RFP fluorescence; Matrix metalloproteinase-14 (Homo sapiens), P50281; GFP/RFP ratio fluorescence, overnight; percent of plate control window, DMSO zero; GFP/RFP ratio change, % at 20 µM; 0.061% of 360,000 active;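 active means GFP/RFP ratio change of at least 30% with cell ATP level not reduced by more than half and red fluorescence within 50% of control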; further: strong numbers were not always called active
#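 Assay system: HT1080 RFP-PRO-GFP cells. Benchmarks: DMSO vehicle wells and RFP-L50D-GFP reporter cell wells. Times: overnight cell settling, then overnight compound exposure, 37 °C, 5% CO2. Compound: 20 µM single dose, 1% DMSO. Read-out basis: GFP/RFP fluorescence ratio.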
# Rin1-Abl PPI inh: inhibitors of Rin1-Abl protein binding, primary screen, biochemical, TR-FRET; Tyrosine-protein kinase ABL1 (Homo sapiens) + Ras and Rab interactor 1 (Homo sapiens), …; inhibition, % at 7.35 µM; 0.4% of 360,000 active; in the data active means inhibition above about 5%, passing the limit was not always enough
# NadD block: inhibitors of S. aureus NadD, primary screen, biochemical, colorimetric, uHTS | Nicotinate-nucleotide adenylyltransferase NadD (Staphylococcus aureus N315) | purified NadD enzyme, colorimetric absorbance read-out | inhibition, % at 20 µM | 0.78% of 360,000 active; in the data active means inhibition above about 26%; further: some compounds past the cut are filed as inactive
# CSN deneddyl inh: inhibitors of CSN-mediated cullin deneddylation, primary screen, biochemical, fluorescence polarization, uHTS | 0.38% of 360,000 active | inhibition, % at 12.5 µM | Purified CSN, SCF-Nedd8-OG deneddylation | COP9 signalosome complex subunit 5 (Homo sapiens), Q92905;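 active means pattern-corrected inhibition above about 35%, with an unprinted fluorescence ratio check between 0.5 and 1.5, limit read from the data, passing the limit was not always enough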;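 further: 0% = enzyme with substrate and 100% = substrate without enzyme; some results filed as inactive read as strong as hits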
#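 Test system: purified human Csn5 enzyme expressed in HEK293T cells. Amount: 0.24 nM enzyme. Reagent: SCFSkp2-Nedd8OG substrate at 10 nM final. Schedule: 90 min incubation of compound, enzyme and substrate at room temperature. Detection: fluorescence polarization. Read-out: % inhibition of substrate cleavage by Csn5.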
# SKN-1 inh: suppressors of acrylamide-induced Pgst-4::GFP reporter in worms, primary screen, SKN-1 inhibitor project, whole organism, uHTS, GFP/RFP fluorescence ratio, strain VP596; C. elegans VP596 Pgst-4::GFP/RFP ratio, 24 h; inhibition, % at 21.8 µM; 0.49% of 360,000 active; AID 624304, 2012;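 active means interference check ratio from 0.5 to 1.5 plus GFP to RFP signal ratio inhibition reaching or exceeding a fixed threshold, cut at about 30% in these data, passing the limit was not always enough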; further: some compounds called inactive have numbers as strong as hits
# Rpn11 block: Rpn11 (PSMD14) deubiquitinase inhibitors, primary screen, biochemical, fluorescence polarization, uHTS; calls only at 20 µM; AID 588493, 2011; 26S proteasome non-ATPase regulatory subunit 14 (Homo sapiens), O00487; human 26S proteasome, Ub4-pepOG fluorescence polarization; 20S core pre-blocked with epoxomicin; 0.59% of 360,000 active;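 active means inhibition at 20 µM, scaled to each plate's controls, above about 33%, limit read from the data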
# MLLE-PAM2 inh: inhibitors of PABP1 MLLE–PAM2 peptide binding, primary screen, biochemical, fluorescence polarization, FITC-PAM2, GST-MLLE; Polyadenylate-binding protein 1 (Homo sapiens), P11940; inhibition, % at 20 µM; 0.36% of 360,000 active; AID 588489, 2011; in the data active means inhibition above about 35%, passing the limit was not always enough;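 further: plate controls were DMSO wells with GST-MLLE for no effect and wells lacking GST-MLLE protein for full effect; some results filed as inactive read as strong as hits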
# Target sequence (P11940 whole entry, looked up): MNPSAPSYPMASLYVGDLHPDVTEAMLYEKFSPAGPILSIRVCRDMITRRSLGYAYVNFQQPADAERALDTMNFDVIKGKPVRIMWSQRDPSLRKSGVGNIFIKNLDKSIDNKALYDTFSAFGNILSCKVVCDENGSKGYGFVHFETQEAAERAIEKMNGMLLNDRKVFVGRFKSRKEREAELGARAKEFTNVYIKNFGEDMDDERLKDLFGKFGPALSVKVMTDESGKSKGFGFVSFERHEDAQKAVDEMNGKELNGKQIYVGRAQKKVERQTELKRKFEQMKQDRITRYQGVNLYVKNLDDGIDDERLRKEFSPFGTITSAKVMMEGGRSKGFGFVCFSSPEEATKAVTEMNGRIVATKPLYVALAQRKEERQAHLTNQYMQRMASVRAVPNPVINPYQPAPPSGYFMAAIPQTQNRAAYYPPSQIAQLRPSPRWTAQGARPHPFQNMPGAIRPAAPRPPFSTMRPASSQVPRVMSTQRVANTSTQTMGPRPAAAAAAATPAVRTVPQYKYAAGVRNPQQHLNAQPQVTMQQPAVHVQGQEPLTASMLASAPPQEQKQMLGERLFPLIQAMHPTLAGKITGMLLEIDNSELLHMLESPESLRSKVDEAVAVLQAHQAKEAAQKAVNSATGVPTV
# FAS-TE inh: FAS thioesterase domain inhibitors, primary screen, biochemical, fluorescence intensity, uHTS; Fatty acid synthase (Homo sapiens), P49327; recombinant FAS-TE, OMFH fluorogenic substrate, fluorescence endpoint; inhibition, % at 15 µM; 0.67% of 360,000 active; AID 602261, 2012;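 active means compounds whose normalised, plate-corrected inhibition of enzyme fluorescence in the single-dose primary screen is 50% or more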;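 further: 0% = DMSO with enzyme and 100% = substrate without enzyme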
# Neddylation inh: inhibitors of cullin neddylation, primary screen, biochemical, TR-FRET, uHTS, NAE and Ubc12; NEDD8-conjugating enzyme Ubc12 (Homo sapiens) + NEDD8-activating enzyme E1 regulatory …; calls only at 25 µM; 0.58% of 360,000 active; AID 651699, 2012; in the data active means inhibition above about 36%
# Active calls of the source: *; i = inactive; . = no result given; & = joins results of further samples.
nr | molecule | MT1-MMP act inh | Rin1-Abl PPI inh | NadD block | CSN deneddyl inh | SKN-1 inh
1 | CCn1c(O)c(N=NC2=NC(=O)CS2)c2cc(C)ccc21 | 5.9 | -3.6 | 0.3 | 5.0 | 11.0
2 | COc1ccc(-c2cn3ccccc3n2)cc1OC | 10.3 | -0.9 | -6.5 | 2.4 | -12.5
3 | Cc1ccc(NC(=O)CN(C)Cc2cccs2)cc1Cl | -1.1 | 0.6 | -2.8 | 0.4 | -1.6
4 | O=c1[nH]c(=O)n(C(c2ccccc2)c2ccccc2)cc1Br | -7.5 | 5.4 | -7.4 | -1.9 | -3.7
5 | O=C(NCC1CC1)c1csc(COCCO)n1 | 0.0 | 3.1 | -0.4 | 2.7 | 4.4
6 | CC1CCN(CC(=O)NCc2ccccc2)CC1 | -3.1 | 3.8 | -0.4 | 2.7 | 8.1
7 | OCCN1CCN(CC(O)COc2ccc3ccccc3c2)CC1 (stereo unspecified) | 1.1&3.2 | -0.7&-1.3 | -4.8&-4.7 | -3.6&4.4 | 14.8&-12.2
8 | Cc1csc(NC(=O)CSc2nc3ccccc3c3c2CCCC3)n1 | -7.0 | -0.5 | 4.8 | 0.9 | 13.7
9 | Cn1c(CNC(=O)c2ccccc2F)nnc1SCC(=O)NCc1ccccc1 | 1.2 | 1.3 | 1.6 | 7.5 | 0.6
10 | O=C(CSCc1cnn(-c2ccccc2)c1-n1cccc1)NCCN1CCOCC1 | . | 3.6 | -0.8 | -8.6 | 1.3
11 | COc1ccccc1-c1nnc(SCC(=O)N2CCCCC2)o1 | -4.1 | 3.6 | -4.3 | -6.0 | -0.2
12 | CSc1ccccc1NC(=O)c1cc(-c2cccnc2)nc2ccc(Br)cc12 | -4.7 | -8.7 | -1.2 | 18.8 | -15.6

nr | Rpn11 block | MLLE-PAM2 inh | FAS-TE inh | Neddylation inh
1 | i | -9.3 | -3.2 | i
2 | i | 2.9 | -7.7 | .
3 | i | -3.5 | 15.5 | i
4 | i | 8.5 | -2.6 | i
5 | i | -1.5 | -5.8 | i
6 | i | 0.6 | -6.9 | i
7 | i | 9.8&-12.1 | -7.9&-2.5 | i
8 | i | -10.9 | 45.0 | i
9 | i | 6.5 | -3.9 | i
10 | i | -2.6 | -6.5 | i
11 | i | -7.5 | 0.5 | i
12 | i | -5.5 | 2.4 | i

# Ordered by SMILES length (high to low): some entries from above.
nr | molecule | MT1-MMP act inh | Rin1-Abl PPI inh | NadD block | CSN deneddyl inh | SKN-1 inh
10 | O=C(CSCc1cnn(-c2ccccc2)c1-n1cccc1)NCCN1CCOCC1 | . | 3.6 | -0.8 | -8.6 | 1.3
9 | Cn1c(CNC(=O)c2ccccc2F)nnc1SCC(=O)NCc1ccccc1 | 1.2 | 1.3 | 1.6 | 7.5 | 0.6
4 | O=c1[nH]c(=O)n(C(c2ccccc2)c2ccccc2)cc1Br | -7.5 | 5.4 | -7.4 | -1.9 | -3.7
1 | CCn1c(O)c(N=NC2=NC(=O)CS2)c2cc(C)ccc21 | 5.9 | -3.6 | 0.3 | 5.0 | 11.0
11 | COc1ccccc1-c1nnc(SCC(=O)N2CCCCC2)o1 | -4.1 | 3.6 | -4.3 | -6.0 | -0.2
7 | OCCN1CCN(CC(O)COc2ccc3ccccc3c2)CC1 (stereo unspecified) | 1.1&3.2 | -0.7&-1.3 | -4.8&-4.7 | -3.6&4.4 | 14.8&-12.2
3 | Cc1ccc(NC(=O)CN(C)Cc2cccs2)cc1Cl | -1.1 | 0.6 | -2.8 | 0.4 | -1.6
2 | COc1ccc(-c2cn3ccccc3n2)cc1OC | 10.3 | -0.9 | -6.5 | 2.4 | -12.5
6 | CC1CCN(CC(=O)NCc2ccccc2)CC1 | -3.1 | 3.8 | -0.4 | 2.7 | 8.1
5 | O=C(NCC1CC1)c1csc(COCCO)n1 | 0.0 | 3.1 | -0.4 | 2.7 | 4.4

nr | Rpn11 block | MLLE-PAM2 inh | FAS-TE inh | Neddylation inh
10 | i | -2.6 | -6.5 | i
9 | i | 6.5 | -3.9 | i
4 | i | 8.5 | -2.6 | i
1 | i | -9.3 | -3.2 | i
11 | i | -7.5 | 0.5 | i
7 | i | 9.8&-12.1 | -7.9&-2.5 | i
3 | i | -3.5 | 15.5 | i
2 | i | 2.9 | -7.7 | .
6 | i | 0.6 | -6.9 | i
5 | i | -1.5 | -5.8 | i

# The list goes on:
nr | molecule | MT1-MMP act inh | Rin1-Abl PPI inh | NadD block | CSN deneddyl inh | SKN-1 inh
13 | NC(=O)c1cccnc1Nc1ccccc1F | 6.6 | 5.2 | -2.6 | -2.6 | -5.9
14 | CC(C)NS(=O)(=O)c1ccc(NCCCn2ccnc2)c([N+](=O)[O-])c1 | -8.7 | -3.3 | 0.6 | -3.6 | 9.4
15 | Cc1ncoc1C(=O)Nc1ccccc1-c1ccccc1 | 0.8 | 0.7 | -3.7 | 2.4 | 15.5
16 | Cc1[nH]nc2c1C(c1cccs1)C(C#N)=C(N)O2 (stereo unspecified) | 3.0 | -1.3 | -0.8 | -21.1 | 9.0
17 | C=C1CCN([C@@H](C)C(=O)NCc2ccc(OC)cc2)S(=O)(=O)c2ccccc21 | 0.8 | -1.2 | 0.6 | 0.7 | 2.1
18 | O=C(O)Cn1c(CC(=O)N2CCCC2)nc2ccccc21 | 3.6 | 3.8 | 4.5 | 1.3 | 7.1
19 | COc1ccc(S(=O)(=O)Nc2ccccc2C(=O)NN2CCOCC2)cc1OC | -2.3 | 4.0 | -1.2 | 4.3 | -6.1
20 | CN(C)c1ccc(C(CN)c2c[nH]c3ccccc23)cc1 (stereo unspecified) | -3.8 | 1.0 | 30.7* | 14.9 | -5.4
21 | Cc1c(OCC(=O)N[C@@H](Cc2ccccc2)C(=O)O)ccc2c1oc(=O)c1ccccc12 | 0.6 | -0.4 | 3.9 | -1.4 | 2.1
22 | O=C(c1cccc(F)c1)N1CCN(c2ccc([N+](=O)[O-])c(N3CCCCC3)c2)CC1 | 9.1 | -3.5 | -9.3 | 3.3 | -3.7
23 | CCCCC(=O)NC(=S)Nc1nnn(CCC)n1 | 4.9 | 2.6 | -0.7 | 3.1 | 9.6
24 | COc1ccc(CCNC(=O)CSc2nc(C)nc3c2oc2ccccc23)cc1OC | -0.6 | 1.4 | 2.4 | 2.0 | 5.7
25 | COc1cc(C(=O)NCc2ccc(OCCN(C)C)cc2)cc(OC)c1OC | 1.3 | 1.5 | 0.7 | -2.8 | -3.4
26 | CCn1nccc1NC(=O)c1csc([C@H]2C[C@H](O)[C@@H](CO)O2)n1 | 2.3 | -3.5 | -7.5 | -1.7 | 17.1
27 | CCCN(CCC)CCCNC(=O)c1cn(CC)c2ccc(S(=O)(=O)N3CCOCC3)cc2c1=O | -1.9 | 2.1 | -9.0 | 6.6 | -12.2

nr | Rpn11 block | MLLE-PAM2 inh | FAS-TE inh | Neddylation inh
13 | i | 1.5 | -11.5 | i
14 | i | -6.9 | 1.8 | i
15 | i | -6.4 | -0.8 | i
16 | i | 25.9 | -2.7 | i
17 | i | -10.5 | -6.9 | i
18 | i | -15.2 | -9.3 | i
19 | i | -3.9 | -7.9 | i
20 | i | -19.4 | -34.8 | i
21 | i | -2.1 | 0.9 | .
22 | i | -13.3 | 17.3 | i
23 | i | 19.6 | -0.6 | i
24 | i | -13.6 | -4.4 | i
25 | i | -4.3 | -3.1 | i
26 | i | 0.6 | -7.8 | i
27 | i | -14.3 | -6.9 | i
